Bioassay records deposited in PubChem BioAssay by National Center for Advancing Translational Sciences (NCATS).
EPAC2 antag: qHTS for Antagonist of cAMP-regulated guanine nucleotide exchange factor 2 (EPAC2): primary screen. EPAC2 GEF exchange of Rap1B-BODIPY-GDP, fluorescence. Potency, µM (doses to about 114 µM), without a hit: at the top dose activity, negative = inhibition, actives largely listed as inhibitors. 0.18% of 360,000 active. AID 720708, 2013; also: potency is read from the fitted curve at half-maximal effect; % is scaled to controls: 0 for no effect and ±100 for the full control effect; nearly all actives have a fitted effect of over 45% in size; many of its hits are not listed in these tables
Target sequence (Q8WZA2 whole entry, looked up): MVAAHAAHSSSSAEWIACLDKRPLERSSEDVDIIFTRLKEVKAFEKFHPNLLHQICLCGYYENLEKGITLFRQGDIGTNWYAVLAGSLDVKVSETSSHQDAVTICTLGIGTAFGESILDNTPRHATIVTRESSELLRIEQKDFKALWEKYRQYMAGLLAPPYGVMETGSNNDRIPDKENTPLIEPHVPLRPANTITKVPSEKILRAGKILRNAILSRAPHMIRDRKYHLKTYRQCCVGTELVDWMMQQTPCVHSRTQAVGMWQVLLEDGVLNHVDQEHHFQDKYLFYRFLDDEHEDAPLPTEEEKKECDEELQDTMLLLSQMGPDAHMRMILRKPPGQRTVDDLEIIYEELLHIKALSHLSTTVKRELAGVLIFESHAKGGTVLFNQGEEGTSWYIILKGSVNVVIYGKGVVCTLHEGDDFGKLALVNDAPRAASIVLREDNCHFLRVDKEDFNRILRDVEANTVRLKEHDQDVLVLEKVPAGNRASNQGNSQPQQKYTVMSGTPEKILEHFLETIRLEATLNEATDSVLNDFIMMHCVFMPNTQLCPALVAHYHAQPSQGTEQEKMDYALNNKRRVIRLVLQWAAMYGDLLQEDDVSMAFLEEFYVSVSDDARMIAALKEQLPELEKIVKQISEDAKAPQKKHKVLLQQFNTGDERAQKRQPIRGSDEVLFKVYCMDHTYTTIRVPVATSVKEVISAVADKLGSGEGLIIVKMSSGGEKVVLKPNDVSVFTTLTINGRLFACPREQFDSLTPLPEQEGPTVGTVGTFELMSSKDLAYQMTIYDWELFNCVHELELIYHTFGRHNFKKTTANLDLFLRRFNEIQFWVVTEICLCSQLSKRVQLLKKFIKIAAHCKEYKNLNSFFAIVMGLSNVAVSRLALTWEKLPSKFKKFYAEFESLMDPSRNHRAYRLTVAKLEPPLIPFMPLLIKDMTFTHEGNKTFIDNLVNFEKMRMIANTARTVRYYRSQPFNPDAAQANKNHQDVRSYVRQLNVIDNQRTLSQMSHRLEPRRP
WRN helicase inh: qHTS for Inhibitors of WRN Helicase | Bifunctional 3'-5' exonuclease/ATP-dependent helicase WRN (Homo sapiens), Q14191 | WRN helicase unwinding, fluorescent forked duplex, kinetic | Potency, µM (series often up to 114 µM), for the others: at the top dose activity change, negative = inhibition, usual class: inhibitors | 0.46% of 360,000 active; also: potency is read from the fitted curve at half-maximal effect; % is scaled to controls: 0 for no effect and ±100 for the full control effect; nearly all actives have a fitted effect of over 55% in size
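Screening of the MLSMR collection measured strand separation of a quenched forked DNA duplex (100 nM) by 20 nM WRN with 2 mM ATP, all final. Compounds were preincubated with enzyme 15 min at room temperature.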
CCT chaperon mod: High-Throughput Screening for Modulators of Cytosolic Chaperonin Activity. purified chaperonin ATPase assay, HTRF ADP detection, 30 min. activity change, % (concentration not given with the values), hits read low. 0.3% of 360,000 active. AID 651819, 2012; in the data active = activity change below about -30%; also: % is scaled to controls: 0 for no effect and ±100 for the full control effect
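Enzyme 40 or 20 nM (batch-dependent) in Tris pH 7.4/KCl/MgCl2/DTT; cpd 76 uM single point; ATP 10 uM; 30 min 37 °C; Transcreener ADP HTRF detection, 30 min RT; ratio 665/615.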
MmCpn inh: Inhibitors of TCP-1 ring complex (TRiC) of Methanococcus maripaludis (MmCpn): qHTS; purified Mm-Cpn ATPase, ADP Transcreener TR-FRET; AID 504842, 2011; Chaperonin Mm-Cpn (Methanococcus maripaludis); 0.031% of 330,000 active; Potency, µM (titrated, usually from 76.9 µM), inactives show at the highest dose activity, negative = inhibition, hits mostly inhibitors; also: potency is read from the fitted curve at half-maximal effect; % is scaled to controls: 0 for no effect and ±100 for the full control effect; nearly all actives have a fitted effect of over 80% in size
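ATP (10 uM final) was added to archaeal chaperonin (25 nM final) after 10 min exposure to test compound at 37°C; after 30 min further incubation, ADP was detected by competitive TR-FRET.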
PI5P4K alpha inh: qHTS for Inhibitors of phosphatidylinositol 5-phosphate 4-kinase (PI5P4K); max response, %; 1.2% of 330,000 active; PI5P4Kalpha enzyme, ADP-Glo luminescence, 60 min; hits give low values; AID 652105, 2013; active = max response of -50% or lower; inconclusive = between -30% and -50%; inactive = -30% or higher; also: value at the top dose of about 77 µM; % is scaled to controls: 0 for no effect and ±100 for the full control effect
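Human PI5P4Kalpha with substrate in 0.038 M HEPES pH 7.4, 0.28 mM EGTA, 0.1% CHAPS, 5% DMSO; reaction started with 5 microM ATP (final), 60 min at room temperature. ADP formed read by ADP-Glo luminescence.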
EPAC1 agonist: qHTS for Agonist of cAMP-regulated guanine nucleotide exchange factor 3 (EPAC1): primary screen | EPAC1 agonist qHTS, biochemical assay; response scale: 100% = response to 6.5 mM cAMP | Potency, µM (titrated, usually from 154 µM), for the others: top-dose activation, usual class: activators | 0.073% of 360,000 active | AID 720707, 2013; also: potency is read from the fitted curve at half-maximal effect; nearly all actives have a fitted effect of over 60% in size
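EPAC1 100 nM, Rap1B–BODIPY-GDP 250 nM, unlabeled GDP 50 uM; compound titration; 5 min RT; kinetic read ex480/em540 at 5-min intervals ×30 min; data normalized to 6.5 mM cAMP agonist control.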
EPAC1 antagonist: qHTS for Antagonist of cAMP-regulated guanine nucleotide exchange factor 3 (EPAC1): primary screen; Rap guanine nucleotide exchange factor 3 (Homo sapiens), O95398; EPAC1 GEF assay, Rap1b-BODIPY-GDP exchange fluorescence; Potency, µM (highest dose often 115 µM), without a hit: at the top dose activity change, negative = inhibition, most hits filed as inhibitors; 0.14% of 360,000 active;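 also: potency is read from the fitted curve at half-maximal effect; plate controls were vehicle for no effect and positive control for full effect; nearly all actives have a fitted effect of over 50% in size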
PLK1 PBD block: qHTS for Inhibitors of PLK1-PDB (polo-like kinase 1 - polo-box domain): Primary Screen; Serine/threonine-protein kinase PLK1 (Homo sapiens), P53350; Plk1 PBD binding of FITC phosphopeptide, fluorescence polarization; Potency, µM, for the others: max response, negative = inhibition, actives largely listed as inhibitors; 2.8% of 360,000 active; AID 720504, 2013; also: potency is read from the fitted curve at half-maximal effect; series mostly up to about 57 µM; % is scaled to controls: 0 for no effect and ±100 for the full control effect; nearly all actives have a fitted effect of over 65% in size
Numbers without * were called inactive; u = inconclusive; x = not tested or not shown; [ ] = remark or other dose. Unless noted, calls follow the shape of the dose curve; as a rule, active = well fitted curve in the direction sought with a large enough effect; inconclusive = small, poorly fitted or top-dose-only effect, or another doubt; inactive = no such curve, though single readings can be large; an effect the other way counts as inactive or inconclusive.

SMILES | EPAC2 antag | WRN helicase inh | CCT chaperon mod | MmCpn inh | PI5P4K alpha inh | EPAC1 agonist | EPAC1 antagonist | PLK1 PBD block
Cc1cc(C)nc(NS(=O)(=O)c2ccc(NC(=O)c3cc4c(=O)n5cccc(C)c5nc4n3C)cc2)n1 | 19% | 2% | -0.1 | -1% | -1 | -12% | 11% | -8%
CCOc1ccc(-c2nc(=S)[nH][nH]2)cc1 | -5% | -6% | -5.6 | 1% | u | 4% | 0% | -20%
COc1ccc(NC(=O)CSCC(=O)NC2(C)CCS(=O)(=O)C2)cc1 (configuration not stated) | 13% | 14% | 0.3 | -4% | -5 | -22% | -7% | 1%
COc1ccc(NC(=S)N(CCc2c(C)[nH]c3ccccc23)Cc2cccnc2)cc1 | 6% | -1% | -2.7 | -2% | -1 | -11% | -5% | -13%
CC(C)NC(=O)N(C)C[C@@H]1OCc2ccccc2-c2c(n(C)c3ccccc23)C(=O)N([C@@H](C)CO)C[C@@H]1C | 5% | 5% | 0.8 | x | -1 | -2% | -3% | 3%
CCCc1nc2ccccc2[nH]1 | -4% | 5% | -1.4 | -1% | -2 | 0% | -6% | -2%
Cn1c(=O)[nH]c(=O)c2c1nc(Br)n2CC(O)COc1ccc(Cl)cc1 (configuration not stated) | 8% | -6% | 0.5 | 0% | 1 | -13% | -21% | -5%
CCCOc1ccc(C(=O)Nc2ccc(N(C)C)cc2)cc1 | 3% | -4% | -3.9 | 2% | x | -7% | 6% | -2%
COc1ccc(OC(=O)COc2ccc(Cl)cc2)cc1 | 14% | -5% | 0.7 | -3% | 7 | -12% | 1% | -4%
CCCCOC(=O)Cn1c(=N)n(CCC)c2ccccc21 | 0% | -30%[57.1 µM] | -1.9 | 2% | -3 | -6% | -1% | -4%
C=CCOC(=O)/C(=C/c1ccco1)NC(=O)/C=C/c1ccccc1 | 2% | -11% | -1.1 | -1% | -21 | 2% | -4% | -10%
O=C1COc2ccc(C(=O)COC(=O)Cc3ccc(Cl)cc3)cc2N1 | -10% | 0% | 0.4 | 2% | -9 | -2% | 4% | 0%
CN1CCN(CC(=O)NN(Cc2ccccc2)c2ccccc2)CC1 | -7% | u | -1.2 | -1% | 3 | -1% | -23% | -14%
COC(=O)c1c(NC(=O)CN2CCCc3ccccc32)sc(C)c1C | -1% | -28% | -1.5 | -4% | 9 | 15% | -5% | -6%
COc1cc2c(cc1NC(=O)Cc1ccc(C)cc1)oc1ccccc12 | -4% | -5% | -0.5 | 1% | 5 | 17% | -20% | u
CCCCn1c(N)c(N(CCOC)C(=O)COC(=O)c2ccccc2NCCO)c(=O)[nH]c1=O | 1% | 0% | -0.7 | x | 1 | -1% | -37% | -11%
COc1ccc2cc(/C=N/NC(=O)CSCc3ccc([N+](=O)[O-])cc3)c(Cl)nc2c1 | -1% | -4% | 1.2 | 0% | x | 3% | 5% | -2%
N/N=C(\c1ccccc1)c1cc(Cl)ccc1N | -4% | 6% | 1.5 | 1% | -6 | 0% | -5% | 7%
COC(=O)CSc1snnc1-c1ccc(Cl)cc1Cl | -6% | -5% | -0.2 | 2% | 21 | 0% | -11% | -4%
Cn1c(-c2cnn(-c3ccccc3)c2N)n[nH]c1=S | -3% | -2% | -0.6 | 1% | 1 | 10% | -16% | -3%
CC1CCc2c(nc3ncnn3c2NCCN(C)C)C1 (configuration not stated) | 17% | 6% | -2.5 | 3% | 3 | 1% | -2% | u
COC(=O)c1nnn(-c2nonc2N)c1CSc1nnc(C)s1 | 4% | 0% | 1.1 | 2% | -1 | 3% | 4% | 5%
O=C(CCl)Nc1ccc(S(=O)(=O)Nc2nccs2)cc1 | 2% | 6% | 0.4 | -2% | -3 | 4% | -19% | -16%
CCOC(=O)[C@]12CCCC=C1N(Cc1ccc3c(c1)OCO3)C(=O)[C@H](CC(=O)NCCCCc1ccccc1)C2 | -3% | -7% | -0.3 | x | 8 | 0% | -13% | -8%
COC(=O)C1=C(C)N(CCc2c[nH]c3ccccc23)C(=O)C1 | 11% | -3% | -7.3 | -7% | 5 | -5% | 4% | -7%
COc1ccc(/C=C\c2nc(=O)c3ccccc3o2)cc1 | 2% | -8% | -4.7 | 1% | -12 | -9% | -29% | -18%
O=C(CCC1CCCN(C(=O)c2ccc3c(c2)OCO3)C1)NCc1ccc(F)c(F)c1 (configuration not stated) | 1% | 5% | -0.2 | -1% | 1 | 10% | 5% | -2%
CSc1ccccc1NC(=O)CN(C)C(=O)C(C)SCc1nc2sc(C)c(C)c2c(=O)[nH]1 (configuration not stated) | 11% | 3% | -2.0 | x | 0 | -10% | -15% | 1%
Cc1ccc(OCCCCN2CCCCC2)cc1 | -9% | 5% | -0.4 | 1% | 1 | -7% | -8% | -6%
CN(c1ccccc1)S(=O)(=O)c1ccc2c(c1)OCCO2 | 3% | 3% | -2.9 | -1% | -5 | -8% | -7% | -11%

Reformatted with values under each structure: entries from further up
Results follow in this order: EPAC2 antag	WRN helicase inh	CCT chaperon mod	MmCpn inh	PI5P4K alpha inh	EPAC1 agonist	EPAC1 antagonist	PLK1 PBD block
CCCCn1c(N)c(N(CCOC)C(=O)COC(=O)c2ccccc2NCCO)c(=O)[nH]c1=O
    1%	0%	-0.7	x	1	-1%	-37%	-11%
COc1ccc2cc(/C=N/NC(=O)CSCc3ccc([N+](=O)[O-])cc3)c(Cl)nc2c1
    -1%	-4%	1.2	0%	x	3%	5%	-2%
N/N=C(\c1ccccc1)c1cc(Cl)ccc1N
    -4%	6%	1.5	1%	-6	0%	-5%	7%
COC(=O)CSc1snnc1-c1ccc(Cl)cc1Cl
    -6%	-5%	-0.2	2%	21	0%	-11%	-4%
Cn1c(-c2cnn(-c3ccccc3)c2N)n[nH]c1=S
    -3%	-2%	-0.6	1%	1	10%	-16%	-3%
CC1CCc2c(nc3ncnn3c2NCCN(C)C)C1 (configuration not stated)
    17%	6%	-2.5	3%	3	1%	-2%	u
COC(=O)c1nnn(-c2nonc2N)c1CSc1nnc(C)s1
    4%	0%	1.1	2%	-1	3%	4%	5%
O=C(CCl)Nc1ccc(S(=O)(=O)Nc2nccs2)cc1
    2%	6%	0.4	-2%	-3	4%	-19%	-16%
CCOC(=O)[C@]12CCCC=C1N(Cc1ccc3c(c1)OCO3)C(=O)[C@H](CC(=O)NCCCCc1ccccc1)C2
    -3%	-7%	-0.3	x	8	0%	-13%	-8%
COC(=O)C1=C(C)N(CCc2c[nH]c3ccccc23)C(=O)C1
    11%	-3%	-7.3	-7%	5	-5%	4%	-7%

Carrying on:
SMILES | EPAC2 antag | WRN helicase inh | CCT chaperon mod | MmCpn inh | PI5P4K alpha inh | EPAC1 agonist | EPAC1 antagonist | PLK1 PBD block
Cc1ccc(C(=O)Nc2c(-c3cccs3)c(=O)c3ccccc3n2C)cc1 | 0% | -11% | -1.5 | -3% | x | 2% | 0% | -3%
Cc1ccc(/C(N)=N/OC(=O)CCC2CCCC2)cc1 | -15% | -2% | 0.2 | 0% | 6 | 14% | -21% | -7%
COc1ccc(C(=O)N/N=C/c2ccc(N(C)c3ccccc3)cc2)cc1 | -16% | 3% | -1.7 | x | -4 | 7% | -1% | -2%
Cc1ccc(Cl)cc1N1CCN(C(=O)C2CCN(S(=O)(=O)c3cccnc3)CC2)CC1 | u | -4% | 0.7 | 0% | 1 | 1% | -21% | -18%
COc1ccc(CNC(=O)Cn2nc([N+](=O)[O-])c(Br)c2C)cc1OC | 23% | 3% | -0.5 | 1% | 7 | 2% | 4% | -10%
COCc1[nH]nc2c1C(c1ccsc1)C(C#N)=C(N)O2 (configuration not stated) | 5% | -4% | 1.1 | -1% | u | 0% | -14% | 27µM*
COc1cc(OC)cc(C(=O)O/N=C(\N)c2cccc(C)c2)c1 | -10% | -2% | 0.3 | 0% | 19 | 3% | 4% | -5%
O=S(=O)(Nc1ccc(N2CCOCC2)cc1)c1ccc(Cl)s1 | 20% | -6% | 1.0 | 2% | x | 2% | 22% | 0%
CC1c2c([nH]c3ccccc23)CCC1C(=O)O (configuration not stated) | 10% | -10% | -0.5 | 0% | -3 | -9% | 11% | -1%
Cn1nnnc1SCC(=O)NC(C)(C)C | 1% | -6% | -0.5 | 3% | 1 | 8% | -6% | -2%
Cc1ccc(CCNC(=O)CCSCc2ccc(Cl)cc2)cc1 | 3% | 2% | -3.8 | 0% | 2 | 10% | -4% | -9%
CCCCCN1C/C=C\C(c2ccc(OC)cc2)N(Cc2ccc(F)cc2)C(=O)C1 (configuration not stated) | -12% | -6% | -2.2 | 0% | 3 | -1% | -17% | -3%
Cc1ccc(NC(=O)NNC(=O)CN2C(=O)COc3ccccc32)cc1 | 2% | -7% | -2.1 | 2% | -7 | -8% | -3% | 5%
O=C(/C=C/c1ccccc1)N1CCN(CC(O)COc2ccccc2)CC1 (configuration not stated) | 1% | 0% | 0.1 | -1% | 1 | -3% | 16% | 5%
CCC1(CC)NC(=O)N(CC(=O)OCC(=O)Nc2sccc2C#N)C1=O | 5% | -19% | 0.4 | -6% | -16 | 5% | 1% | -2%
O=C1c2oc3ccccc3c(=O)c2C(c2cccc(O)c2)N1CCCN1CCOCC1 (configuration not stated) | -3% | -4% | -6.0 | 3% | 3 | -4% | -12% | -25%
CS(=O)(=O)N(Cc1ccccc1)c1ccc(C(=O)NN=C2CCCCCC2)cc1 | 2% | 10% | -3.2 | 2% | 0 | 13% | 6% | -11%
Cc1c2cn[nH]c(=O)c2c(C)n1Cc1ccc(F)cc1 | u | -5% | -4.2 | 0% | -8 | -14% | -7% | -14%

This is a subset (hit frequency here may not be typical).
